# SIAH1 antagonists: blockers of Siah-1 interaction with plectin peptide – biochemical, fluorescence polarization, rhodamine-plectin, uHTS, primary screen (AID 1817); Siah-1 / rhodamine-plectin peptide fluorescence polarization; higher % means a stronger effect; 0.02% of 290,000 active; displacement, % at 20 µM; hits with a dose series show IC50 in µM;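 active = displacement of at least 50% at 20 µM, with a fluorescence ratio check between 0.3 and a set limit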;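 note: plate controls were Siah plus tracer with DMSO for no effect and tracer alone without Siah for full effect; strong numbers were not always called active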
# HIV peptide binding: cell-free HIV fusion peptide-binding blockers – biochemical, uHTS, fluorescence dequenching, primary screen (AID 1986). cell-free peptide binding, fluorescence dequenching, 30 min; higher % means a stronger effect. inhibition, % at 20 µM, or IC50 in µM where a hit was titrated. 0.3% of 290,000 active; in the data active = inhibition mostly above about 52%, no sharp cut-off; inactive = mostly below about 76%; note: some results filed as inactive read as strong as hits
# MgcRacGAP inhibition: MgcRacGAP GTPase-activating activity inhibitors, confirmation, biochemical, ADP Hunter fluorescence; MgcRacGAP-stimulated Rac1 GTP hydrolysis, ADP Hunter fluorescence; higher % means a stronger effect; GST-tagged Rac1 F28L mutant substrate; inhibition, % at 30 µM, or IC50 in µM where a hit was titrated; 0.6% of 340,000 active; AID 624330;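 active = first-screen hits whose inhibition reached a set limit at any dose in the follow-up dose series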;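 note: fluorescence reports GDP produced by GAP-driven GTP hydrolysis; strong numbers were not always called active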
# LYP phosphatase: PTPN22 lymphoid phosphatase activity blockers – biochemical, fluorescence intensity, uHTS (AID 1779) | recombinant LYP phosphatase, fluorescence intensity; higher % means a stronger effect | one-dose inhibition, % at 11.5 µM; IC50 in µM for titrated hits | 0.054% of 290,000 active; in the data active = inhibition above about 50%;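 note: plate controls were vehicle with enzyme for no effect and no enzyme for full effect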
# GPR55 LPI antagonism: GPR55 antagonists blocking LPI-driven arrestin recruitment, primary screen, imaging, U2OS, beta-arrestin-GFP, LPI agonist (AID 2013); U2OS GPR55 beta-arrestin-GFP translocation imaging, LPI antagonism; higher % means a stronger effect; inhibition, % at 10 µM, or IC50 in µM where a hit was titrated; 0.13% of 290,000 active;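 active = spots per cell inhibited over 60%, with over 100 cells counted and total cytoplasm intensity under 500,000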;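 note: U2OS cells stably carrying GPR55 and arrestin-GFP stimulated by 5 µM LPI near EC80; imaged beta-arrestin-GFP aggregate spots per cell after agonist stimulation; plate controls were LPI-stimulated DMSO wells for no effect and DMSO wells without LPI for full effect; some results filed as inactive read as strong as hits; confirmed hits need IC50 under 10 µM and bright autofluorescent wells are also inconclusive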
# GPR35 antagonists: GPR35 antagonists blocking zaprinast-driven arrestin recruitment, primary screen, imaging, U2OS, beta-arrestin-GFP, zaprinast agonist (AID 2058); U2OS GPR35 beta-arrestin-GFP translocation imaging, zaprinast antagonism; higher % means a stronger effect; inhibition, % at 10 µM; hits with a dose series show IC50 in µM; 0.052% of 290,000 active;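 active = inhibition of at least 50% with at least 30 cells and total cytoplasm GFP at most 10,000,000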
# NTR1 ag: agonists of NTR1, primary screen, imaging, U2OS cells, beta-arrestin-GFP, high content (AID 493036); P30989; NTR1-U2OS beta-arrestin-GFP spot imaging, agonist mode; activation, % at 20 µM; 0.17% of 330,000 active;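 active = activation at or above 40% of the spot to cytoplasm intensity ratio, with at least 20 cells analyzed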;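 note: 0% = DMSO without peptide and 100% = 100 nM NTR1 peptide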
# Target sequence (P30989 whole entry, looked up): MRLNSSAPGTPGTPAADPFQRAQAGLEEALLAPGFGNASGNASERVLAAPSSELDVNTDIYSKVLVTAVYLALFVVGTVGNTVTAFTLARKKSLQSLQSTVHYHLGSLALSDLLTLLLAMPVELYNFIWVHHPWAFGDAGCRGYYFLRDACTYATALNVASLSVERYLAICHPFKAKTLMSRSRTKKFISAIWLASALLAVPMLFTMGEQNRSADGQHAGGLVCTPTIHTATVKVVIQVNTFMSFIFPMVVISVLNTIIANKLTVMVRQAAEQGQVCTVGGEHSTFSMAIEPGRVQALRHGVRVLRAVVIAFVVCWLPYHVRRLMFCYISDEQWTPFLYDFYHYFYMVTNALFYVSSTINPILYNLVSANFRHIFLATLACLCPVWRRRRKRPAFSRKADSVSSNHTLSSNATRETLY
# Myeloid diff 2: compounds promoting myeloid differentiation | AID 624256 | calls only at 10 µM | ER-HoxA9 myeloid progenitors, lysozyme-GFP differentiation, flow cytometry | 1% of 360,000 active;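 active = normalized GFP-positive differentiation at or above the plate's own cutoff, the solvent-only control mean plus 3 SD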;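 note: cells exposed to compound for four days before flow analysis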
# Salmonella PhoP GFP: inhibitors of PhoP regulon expression, primary screen, Salmonella Typhimurium, GFP reporter (AID 1863) | S. Typhimurium PhoP-regulated promoter GFP reporter, 4 h; higher % means a stronger effect | inhibition, % at 50 µM; hits with a dose series show IC50 in µM | 0.16% of 300,000 active;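 active = inhibition over 29.93%, a cutoff 3 SD above the screen mean, later confirmed by dose response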;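 note: 0% = low Mg2+ inducing control and 100% = high Mg2+ repressing control; strong numbers were not always called active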
# NTR1 ag cell count 20 µM: second read-out of NTR1 ag, no call of its own (marks repeat the call); cell count; measured here: cell count, cytotoxicity flag
# Myeloid diff 2 GFP+ MAC1+ %: recorded beside Myeloid diff 2, whose call it bears; GFP+ MAC1+ double positive, %; measured here: differentiation confirmed by MAC1 staining
# The depositor's hits bear a star; i = inactive; · = no result given; + = active, no number.
SMILES,SIAH1 antagonists,HIV peptide binding,MgcRacGAP inhibition,LYP phosphatase,GPR55 LPI antagonism,GPR35 antagonists,NTR1 ag,NTR1 ag cell count 20 µM,Myeloid diff 2,Myeloid diff 2 GFP+ MAC1+ %,Salmonella PhoP GFP
COc1cc2c(cc1NC(=O)/C=C/c1ccccc1)oc1ccccc12,6%,0.4%,7%,-4%,18%,8%,2.2,51,i,2.0,1%
CCc1ccccc1NC(=O)CC1CS(=O)(=O)CC1CC(=O)Nc1ccccc1CC (configuration not stated),4%,1.9%,-2%,-11%,1%,6%,1.8,69,i,1.1,-7%
Cn1cc(C(=O)Nc2cccc(F)c2)cn1,3%,-0.2%,7%,-8%,-13%,4%,0.2,68,i,0.9,1%
O=C(O)COc1ccc(-c2nnn(Cc3ccccc3F)n2)cc1,4%,0.9%,4%,3%,-2%,13%,-0.9,43,i,0.6,-7%
COc1ccc(NC(=O)c2oc3ccc(S(=O)(=O)N4CCC5(CC4)OCCO5)cc3c2C)cc1,-8%,-0.7%,10%,3%,0%,-8%,2.0,55,i,10,-6%
O=C(Nc1cc(Br)ccc1O)c1cc(-c2ccco2)on1,3%,10%,9%,-10%,14%,16%,·,·,i,3.5,-6%
CSc1n[nH]c2nc3c(c(=O)n12)C1(CCCCC1)Cc1ccccc1-3,1%,1.8%,0%,-6%,18%,-4%,4.8,55,i,0.7,-6%
O=C(CSc1nnc2c(n1)[nH]c1ccc(F)cc12)Nc1ccccc1F,-5%,-2.4%,10%,-10%,-12%,-4%,0.0,92,i,0.7,-4%
O=C(OCCCN=C1NS(=O)(=O)c2ccccc21)c1ccccc1F,-2%,36%,2%,-11%,-12%,18%,1.4,78,i,1.0,-3%
O=[N+]([O-])c1ccc([C@H](O)[C@H](CO)N=Cc2ccccc2O)cc1,3%,2.3%,5%,4%,14%,-9%,0.2,36,i,0.6,-4%
COCCCN(Cc1cccs1)S(=O)(=O)c1c[nH]c(C(=O)OC)c1,2%,-0.7%,4%,-8%,3%,-17%,1.8,58,i,4.6,1%
CC1CCCCN1C(=O)c1cc(F)c(F)cc1Cl (configuration not stated),-2%,0.5%,7%,-9%,14%,0%,-1.0,51,i,1.3,4%
CCOc1ccccc1NC(=O)c1ccc(NC(=O)c2ccco2)cc1,-4%,0.6%,16%,-9%,12%,18%,1.0,39,i,0.3,-4%
O=C1c2cccnc2C(=O)N1Cc1ccc(S(=O)(=O)N2CCN(c3ccc(Cl)cc3)CC2)cc1,14%,-2.6%,8%,-15%,-6%,3%,2.8,66,i,1.1,1%
COc1ccc(C(=O)Nc2cccc(NC(C)=O)c2)cc1OC,-3%,-0.9%,6%,2%,-4%,3%,-0.9,52,+,·,1%
CCOc1ccc(CCNC(=O)COC(=O)c2cccnc2Cl)cc1OCC,·,·,5%,·,·,·,-0.7,73,i,0.8,5%
COc1cc2[nH]c(=S)n(N(C(C)=O)C(C)=O)c(=O)c2cc1OC,2%,2.0%,7%,3%,-10%,2%,1.3,52,i,0.4,1%
Cc1ccc(-c2nc3ccc(Cl)cc3n2OC(C)C(=O)O)cc1 (configuration not stated),2%,3.3%,10%,-3%,2%,-5%,-1.8,74,i,0.2,11%
O=C(CSc1nnc(-c2ccc(O)cc2)n1Cc1ccco1)c1ccccc1,-4%,-1.6%,17%,-7%,-27%,-10%,-1.2,45,i,1.2,-3%
CCCn1c(SCC(=O)N2c3ccc(F)cc3CCC2C)nnc1-c1ccccn1 (configuration not stated),1%,1.4%,4%,7%,-8%,10%,0.4,93,i,0.5,0%
COc1ccc2c(c1OC)C(=O)OC2N1C(=O)CC[C@H]1C(=O)Nc1ccc2c(c1)OCO2 (some centres not stated),-3%,-2.9%,-1%,-7%,5%,-1%,-0.4,100,i,3.3,10%
O=c1c([N+](=O)[O-])c(N2CCCCCC2)c2ccccc2n1-c1ccccc1,5%,1.6%,14%,0%,15%,-1%,1.5,57,·,·,4%
COc1ccc(CNC(=O)Cn2nc(C)n3cccc3c2=O)cc1,1%,0.3%,3%,-8%,3%,8%,-1.1,38,i,2.9,-4%
Cc1ccccc1N(CC(=O)Nc1ccccc1C(=O)O)S(C)(=O)=O,-3%,0.1%,6%,-7%,4%,3%,-1.9,76,i,1.3,8%
CSc1ccccc1NC(=O)c1ccccc1,20%,-0.7%,6%,-3%,8%,-2%,-0.9,42,i,0.2,-7%
Cc1cccc(N(CC(=O)Nc2c(C)n(C)n(-c3ccccc3)c2=O)S(C)(=O)=O)c1C,3%,3.3%,-8%,-5%,5%,3%,0.4,42,i,12,-6%
CCCCc1ccc(S(=O)(=O)NCCCN2CCCC2=O)cc1,-2%,2.9%,6%,-9%,-2%,-2%,0.2,71,i,0.7,-3%
O=C(O)C1CC(O)CN1S(=O)(=O)c1cccs1 (configuration not stated),2%,2.6%,12%,-11%,8%,-15%,-3.6,84,i,0.8,0%
Cc1ccc(NC(=O)NCc2ccc3[nH]c(C)cc3c2)cc1,2%,-0.4%,6%,-5%,-7%,1%,1.1,46,i,0.5,2%
CS(=O)(=O)N1CCN(c2ncnc3c2cnn3-c2ccccc2)CC1,1%,-0.4%,9%,-5%,-4%,-1%,1.3,58,i,0.4,-3%
Nc1nnc(CC(=O)N/N=C/c2ccc(-c3ccccc3Cl)o2)s1,4%,25%,5%,-3%,7%,6%,1.3,70,i,0.1,14%
CCOCCCNC(=O)c1ccc(OC2CCN(C(C)=O)CC2)c(OC)c1,-2%,0.4%,10%,-9%,-8%,22%,-0.1,49,i,0.7,10%
Cc1onc(-c2ccccc2Cl)c1C(=O)OCC(=O)Nc1cccc(S(=O)(=O)N2CCOCC2)c1,-8%,-1.3%,4%,-3%,3%,-2%,-0.5,20,i,0.5,-4%
CSc1cccc(NC(=O)c2cc(S(=O)(=O)N3CCCCC3)c[nH]2)c1,5%,2.1%,12%,-11%,6%,1%,-0.1,52,i,4.1,·
Cc1cc(NC(=O)CSc2nnc(NCc3ccccc3)s2)no1,14%,-2.4%,12%,1%,16%,-13%,0.3,63,i,0.9,-5%
CCOC(=O)c1ccc(NC(=O)CCC2COc3ccccc3O2)cc1 (configuration not stated),1%,-1.6%,4%,2%,-1%,12%,1.9,60,i,1.3,3%
Cc1ccc(OCC(=O)NC(=S)Nc2cccc(NC(=O)c3ccccc3Cl)c2)cc1,2%,-0.8%,1%,-2%,7%,-13%,6.4,64,i,2.2,-1%
COc1ccc(C(=O)Nc2cc(C)on2)c(OC)c1,11%,-0.5%,0%,-10%,-7%,3%,1.7,57,i,0.4,-4%
C/C(=N\NC(=O)c1ccccc1N)c1ccc(NC(=O)Cc2ccccc2)cc1,1%,-1.1%,2%,-7%,-4%,-4%,-0.4,63,i,1.1,-4%
Cn1cccc1C(=O)NC1CCCCC1,·,·,8%,·,·,·,0.2,61,i,1.0,4%
CC(C)CC(=O)NC(=S)Nc1ccccc1F,8%,0.3%,11%,-2%,2%,0%,1.3,75,i,0.1,4%
Cc1ccc(C2=NC(=O)/C(=C/c3cc(O)c(O)c(Br)c3)S2)cc1,67%,53%,15%,-2%,12%,-7%,5.7,96,i,0.2,8%
COc1ccc(N(C(=O)c2cccnc2)S(=O)(=O)c2ccc(OC)c(OC)c2)cc1,10%,-0.6%,7%,-2%,-10%,0%,4.1,57,i,2.2,·
COc1ccccc1N1CC(C(=O)Nc2ccc3c(c2)OCO3)CC1=O (configuration not stated),-2%,-3.0%,9%,-1%,7%,10%,0.7,46,i,0.3,5%
CC(=O)c1nc(N2C(=O)C3CC=C(C)CC3C2=O)sc1C (configuration not stated),6%,1.2%,9%,2%,1%,8%,0.2,57,i,7.5,-10%
C#CCOCCOCCOCCNc1nc(N2CCN(C(=O)[C@H]([C@@H](C)CC)n3cc([C@@H](N)CC(C)C)nn3)CC2)nc(N2CCN(C(=O)[C@H](Cc3cc4ccccc4[nH]3)n3cc([C@@H](N)C(C)CC)nn3)CC2)n1 (some centres not stated),4%,0.8%,·,-12%,14%,11%,4.0,87,·,·,-11%
Cc1ccc(C(=O)Cn2ncsc2=N)cc1,1%,-0.2%,8%,-1%,4%,-7%,-0.2,72,i,6.3,3%
O=C(c1ccccc1F)N1CCCC(C(=O)N2CCN(c3ccccc3)CC2)C1 (configuration not stated),-5%,-0.4%,3%,-6%,6%,-13%,-1.0,46,i,0.3,5%
Cc1ccc(C2CC(=O)C(C=NCCN3CCN(CC(=O)Nc4cc(C)cc(C)c4)CC3)=C(O)C2)cc1 (configuration not stated),0%,1.8%,11%,0%,-10%,-8%,·,·,i,0.2,-16%
CC(CCN1CCN(c2ccccc2)CC1)c1ccccc1 (configuration not stated),5%,0.3%,0%,-4%,16%,23%,0.6,57,i,0.1,14%

# Further entries
SMILES,SIAH1 antagonists,HIV peptide binding,MgcRacGAP inhibition,LYP phosphatase,GPR55 LPI antagonism,GPR35 antagonists,NTR1 ag,NTR1 ag cell count 20 µM,Myeloid diff 2,Myeloid diff 2 GFP+ MAC1+ %,Salmonella PhoP GFP
Nc1c(Cl)cc(Cl)cc1C(=O)OCC(=O)N1CCCC1=O,·,·,9%,·,·,·,0.5,66,i,1.3,-5%
Cc1cccc2c1-c1sc(C(=O)Nc3nccs3)cc1CO2,0%,-1.4%,12%,-6%,3%,11%,6.8,97,i,2.3,2%
Cc1ccc(-n2c(-c3ccco3)nc3c(cnn3-c3ccccc3C)c2=O)cc1,1%,1.4%,6%,0%,-1%,13%,0.6,99,i,1.5,10%
O=C(NCC(=O)N1CCN(C(=O)c2ccco2)CC1)c1ccccc1,2%,-0.7%,6%,0%,5%,5%,-0.3,55,i,1.1,-2%
COc1ccc(C(=O)Nc2nccs2)cc1[N+](=O)[O-],9%,-1.1%,0%,0%,9%,8%,-1.5,71,i,0.4,2%
O=C1CC(c2c(F)cccc2Cl)C2=C(COC2=O)N1 (configuration not stated),4%,1.0%,2%,-9%,20%,3%,-0.9,72,i,0.3,19%
O=C(O)CCc1ccc(-c2ccc(F)cc2)n1Cc1ccco1,0%,12%,15%,-1%,10%,-1%,2.4,45,i,4.5,1%

# Screening data deposited in PubChem BioAssay by several laboratories.
